Source: PubChem
APE1 inh: qHTS Assay for Inhibitors of the Human Apurinic/apyrimidinic Endonuclease 1 (APE1); 350,000 tested, 0.35% active; recombinant APE1, TAMRA/BHQ-2 abasic DNA cleavage fluorescence; DNA repair nuclease/redox regulator APEX1 (Homo sapiens), P27695; Potency, µM (highest dose often 65.8 µM), without a hit: top-dose activity change, negative = inhibition, most hits filed as inhibitors;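 note: potency is the fitted concentration of half-maximal effect; plate controls were vehicle for no effect and reference inhibitor for full effect; nearly all actives have a fitted effect of over 55% in size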
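APE1 at 0.75 nM final was preincubated with compound 15 min at room temperature, then 50 nM double-stranded THF abasic-site substrate (5'-TAMRA/3'-BHQ-2) was added. Fluorescence (ex 525/em 598 nm) was read kinetically; third-minus-first read gave activity.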
ERG-DNA inh: qHTS for Small Molecule Inhibitors of the ERG Ets/DNA interaction; 370,000 tested, 0.028% active; Potency, µM (series often up to 76.9 µM), for the others: at the top dose FP activity, negative = inhibition, hits mostly inhibitors; Transcriptional regulator ERG (Homo sapiens), P11308; fluorescence polarization, His-ERG Ets domain / labelled DNA; active = well fitted inhibition curve with a large enough effect in the polarisation, with a control signal flat; inconclusive = small, poorly fitted or top-dose-only effect, or effect the other way, or a change in a side signal; inactive = no such curve, though single readings can be large or run the other way; the % refers to the polarisation;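 note: polarization taken with two DNA probes labelled with fluorescein and Texas red; potency is the fitted concentration of half-maximal effect; % of control where 0% means no effect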
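His-tagged ERG Ets domain (1 uM in the protein solution; 300mM KCl, 50mM Tris-HCl, 1mM EDTA, 1mM DTT, pH 7.5) received compound, then a probe mix of 5 nM fluorescein-DNA and 100nM Texas-615-DNA. Fluorescence polarization was read for both dyes.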
BLM inh: qHTS Assay for Inhibitors of Bloom's syndrome helicase (BLM); recombinant BLM DNA unwinding, fluorescence dequenching; Potency, µM (top dose mostly 56.1 µM), for the others: at the top dose activity change, negative = inhibition, hits mostly inhibitors; 350,000 tested, 0.2% active; AID 2528, 2010;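 note: potency is the fitted concentration of half-maximal effect; plate controls were vehicle for no effect and no enzyme for full effect; nearly all actives have a fitted effect of over 35% in size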
TRHR agonist: qHTS for Small Molecule Agonists and Allosteric Enhancers of Human TRH Receptor: Primary Screen for Agonists. TRHR cells, calcium flux fluo-8, FDSS agonist mode. activation, % at 2 µM. 360,000 tested, 0.18% active. AID 493084, 2011; in the data active = activation above about 30%; note: 0% is about no effect
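Agonist-mode FDSS calcium read (Ex 480/Em 530, 1 s cycles) in 1536-well TRHR cells with fluo-8 dye, after 10-cycle baseline and 23 nL compound addition; TRH at EC20 (10 nM final) added afterwards for the enhancer phase.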
Apoferritin bind: qHTS Assay for Identification of Novel General Anesthetics; apoferritin/1-aminoanthracene competitive binding, fluorescence; Ferritin light chain (Equus caballus), P02791; AID 485281, 2010; Potency, µM (titrated, usually from 77.5 µM), for inactives: at the highest dose activity change, negative = displacement, hits mostly inhibitors; 350,000 tested, 0.074% active; note: potency is the fitted concentration of half-maximal effect; % is set by controls: 0 for no effect and ±100 for the full control effect; nearly all actives have a fitted effect of over 20% in size
Target sequence (P02791 2-175 limits assumed): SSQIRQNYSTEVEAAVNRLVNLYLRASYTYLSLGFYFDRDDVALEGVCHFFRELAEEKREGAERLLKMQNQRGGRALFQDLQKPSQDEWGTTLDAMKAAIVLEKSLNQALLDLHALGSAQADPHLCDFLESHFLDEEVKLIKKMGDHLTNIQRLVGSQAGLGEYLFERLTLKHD
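Apoferritin-based anesthetic binding model; compound displacement of fluorescent 1-AMA measured as endpoint fluorescence after 10 minutes at room temperature, scaled to free-ligand and complex controls.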
POLI inh: qHTS for Inhibitors of Polymerase Iota | DNA polymerase iota (Homo sapiens), Q9UNA4 | Pol iota fluorescent replication assay, 10 min | Potency, µM (titrated, usually from 115 µM), without a hit: top-dose activity, negative = inhibition, most hits filed as inhibitors | 390,000 tested, 1% active; note: potency is the fitted concentration of half-maximal effect
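Pol iota at 10 nM preincubated 15 min with compounds at room temperature; reaction started with fluorescent substrate, 50 nM final. Fluorescence read kinetically at 0 and 10 min; buffer-only wells as negative control.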
Pol beta inh: qHTS Assay for Inhibitors of DNA Polymerase Beta | Potency, µM (top dose mostly 114 µM), without a hit: at the highest dose activity change, negative = inhibition, hits mostly inhibitors | Pol beta primer extension/strand displacement, fluorescence kinetic | P06746 | 340,000 tested, 1.3% active | AID 485314, 2010; note: potency is the fitted concentration of half-maximal effect; % is set by controls: 0 for no effect and ±100 for the full control effect
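Enzyme-only controls used 10 nM Pol beta; buffer lacking enzyme served as negative control. Compound preincubated 15 min, then 50 nM substrate added; 0 and 10 min reads at room temperature.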
12-LOX inh: Primary qHTS assay for inhibitors of human arachidonate 12S-lipoxygenase (ALOX12): Round 2 | Polyunsaturated fatty acid lipoxygenase ALOX12 (Homo sapiens), P18054 | purified 12hLO, xylenol orange hydroperoxide absorbance | Potency, µM (series often up to 108 µM), without a hit: top-dose activity change, negative = inhibition, usual class: inhibitors | 580,000 tested, 1.1% active | AID 1671190, 2021; note: potency is the fitted concentration of half-maximal effect; % is set by controls: 0 for no effect and ±100 for the full control effect
Target sequence (P18054 whole entry, looked up): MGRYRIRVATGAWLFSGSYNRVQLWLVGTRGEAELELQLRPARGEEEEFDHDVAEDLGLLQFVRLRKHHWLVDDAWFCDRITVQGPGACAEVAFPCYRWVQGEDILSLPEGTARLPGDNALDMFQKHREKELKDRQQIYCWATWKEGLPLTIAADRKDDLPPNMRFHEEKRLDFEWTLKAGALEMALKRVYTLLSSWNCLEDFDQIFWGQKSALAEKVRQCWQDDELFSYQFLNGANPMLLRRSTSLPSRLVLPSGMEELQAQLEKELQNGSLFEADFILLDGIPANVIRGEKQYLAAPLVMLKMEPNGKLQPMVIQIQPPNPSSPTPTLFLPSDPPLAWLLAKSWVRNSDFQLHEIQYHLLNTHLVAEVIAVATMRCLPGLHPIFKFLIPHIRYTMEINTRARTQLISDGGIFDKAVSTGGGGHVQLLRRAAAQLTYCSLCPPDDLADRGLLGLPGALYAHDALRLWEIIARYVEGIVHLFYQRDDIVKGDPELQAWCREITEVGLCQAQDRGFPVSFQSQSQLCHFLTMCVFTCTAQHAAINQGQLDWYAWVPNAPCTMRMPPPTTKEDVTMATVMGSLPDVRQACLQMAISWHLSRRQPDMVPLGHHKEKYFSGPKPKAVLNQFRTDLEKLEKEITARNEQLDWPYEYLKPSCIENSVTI
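Hydroperoxide product was detected by ferrous iron/xylenol orange as the 573 to 405 nm absorbance ratio. Arachidonic acid at 40 uM (final) was turned over for 30 min at room temperature by 150 nM human 12hLO, pH 7.0 Hepes buffer, after 15 min compound preincubation.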
Pol kappa inh: qHTS for Inhibitors of Polymerase Kappa. DNA polymerase kappa (Homo sapiens), Q9UBT6. purified Pol kappa, fluorescent DNA synthesis assay, 10 min. Potency, µM (highest dose often 107 µM), without a hit: at the top dose activity, negative = inhibition, most hits filed as inhibitors. 400,000 tested, 0.53% active. AID 588579, 2011; note: potency is the fitted concentration of half-maximal effect; % is set by controls: 0 for no effect and ±100 for the full control effect
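Kinetic fluorescence readout at 0 and 10 min followed reaction start with substrate at 50 nM final. Beforehand, enzyme (10 nM Pol kappa) stood 15 min with compound at room temperature; buffer-only wells were negative controls.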
Active calls of the source: *; ? = inconclusive; / = no result given; [ ] = another dose, or the depositor's remark. Unless noted, calls come from the whole dose curve; as a rule, active = well fitted curve in the direction sought with a large enough effect; inconclusive = small, poorly fitted or top-dose-only effect, or another doubt; inactive = no such curve, though single readings can be large; an effect the other way counts as inactive or inconclusive.

SMILES | APE1 inh | ERG-DNA inh | BLM inh | TRHR agonist | Apoferritin bind | POLI inh | Pol beta inh | 12-LOX inh | Pol kappa inh
Oc1ccc(/C=C/c2ccc3cccc(O)c3n2)cc1Br | 26% | 32%[activator] | -10% | 21 | -4% | 8% | -11% | ? | -6%[60.1 µM]
O=C(NC1CCN(Cc2ccccc2)CC1)c1cncc(Br)c1 | -4% | 2% | -3% | 1.5 | -4% | -18% | -15% | 0% | 6%
COc1ccc(N(C(=O)CSCC(=O)Nc2cc(C)on2)C(C(=O)NC2CCCCC2)c2ccc(O)c(O)c2)cc1 (stereo not drawn) | 1% | 7% | -2% | 0.5 | -5% | -3% | -12% | ? | -28%
COc1ccc(/C=C(/NC(=O)c2ccco2)C(=O)N2CCCCC2)cc1 | -2% | 1% | -2% | -0.2 | -5% | 15% | 19% | 4% | -7%
COc1ccccc1NC(=O)C1=C(C)Nc2nc3ccccc3n2C1c1cccc(OC)c1OC (stereo not drawn) | / | -2% | -6% | 0.2 | -13% | -8% | -18% | -3% | -24%
CN1CCN(S(=O)(=O)c2ccc(C(F)(F)F)cc2)C(c2ccccc2)C1 (stereo not drawn) | -1% | -6% | / | 0.4 | / | -15% | / | 3% | 8%
COc1ccc(-c2[nH]n(-c3ccc([N+](=O)[O-])cc3)c(=O)c2C=NCCN2CCNCC2)cc1 | -1% | / | -7% | -0.2 | -3% | / | -2% | / | /
Cc1ccccc1NS(=O)(=O)c1ccc(NC(=O)CSCc2ccc(Br)cc2)cc1 | -3% | / | -13% | 0.2 | -2% | 21% | -24% | -27% | -11%
CCc1nnc(N/N=C/c2ccc(-c3ccc([N+](=O)[O-])cc3)o2)n1N | -12% | -15% | ? | 3.9 | -13% | 32µM* | -26% | ? | -4%
O=C(COC(=O)/C=C/c1ccc(Cl)cc1)Nc1ccc2c(c1)OCCO2 | ? | -13% | -1% | 0.2 | -6% | -1% | 48% | 1% | 6%
CCc1ccc(C2=C(C)C(N3CCC(C(=O)NCCc4ccco4)CC3)=NS2(=O)=O)cc1 | / | 3% | -4% | -0.6 | -11% | -3% | 3% | -25% | -24%
CCOC(=O)C1CCCN(C(=O)CCn2nnnc2CN2CCOCC2)C1 (stereo not drawn) | 12% | -3% | -5% | 0.8 | -4% | 2% | 55% | 198%[activator] | -20%
CCC(=O)c1ccc(OCCn2cnc3ccccc32)cc1 | -4% | 1% | -12% | -0.7 | -12% | 119%[activator] | -2% | ? | -1%
CC(C)(C)c1ccc(-c2c(C#N)c(N)nc3c2CCCC3)s1 | -1% | -4% | -4% | 0.2 | -14% | 7% | 1% | 0% | -7%
O=C(O)Cc1ccc(NC(=O)CCN2C(=O)c3ccc([N+](=O)[O-])cc3C2=O)cc1 | 6% | -7% | -5% | 0.9 | 2% | 53%[activator] | 4% | 2% | 0%
Cc1nnc(Sc2cc(NCCCO)c([N+](=O)[O-])c3nonc23)s1 | -4% | 7% | -15% | -0.3 | -20% | 13µM* | -17% | ? | -20%
Cc1c(Cl)c([N+](=O)[O-])nn1CCCC(=O)Nc1c(C)n(C)n(-c2ccccc2)c1=O | 3% | 11% | -9% | 0.3 | -4% | -3% | 18% | -3% | 0%
C#CCOCCOCCOCCNc1nc(N2CCN(C(=O)Cn3cc(CCCCN)nn3)CC2)nc(N2CCN(C(=O)[C@H](CCCCN)n3cc(CCCC)nn3)CC2)n1 | 7% | -10% | / | 0.0 | / | -14% | / | ? | 11%
COc1cc(CCC(=O)NCC2CCCO2)cc(OC)c1OC (stereo not drawn) | 2% | -10% | 0% | 0.1 | -1% | 4% | 7% | 3% | 4%
COc1ccccc1-c1nc(C#N)c(N2CCc3ccccc3C2)o1 | 10% | -10% | -6% | -0.6 | 38%[activator] | ? | 9% | 5% | -17%
O=C(NCc1ccc2c(c1)OCO2)c1ccc(S(=O)(=O)N2CCOCC2)cc1 | 19% | -11% | -3% | 0.1 | ? | 11% | 0% | -3% | -22%
O=C(N/N=C/c1ccc(N2CCCCC2)o1)c1ccccc1[N+](=O)[O-] | 0% | -8% | -2% | 0.5 | -8% | 42%[activator] | 0% | ? | -6%
COc1ccc(Cl)cc1NC(=O)CN(C)CC(=O)Nc1ccc(C)cc1Br | -12% | -1% | -8% | -0.1 | 3% | 66%[activator] | 28% | 49%[activator] | -4%
Cc1noc(C)c1S(=O)(=O)Nc1ccc2c(c1)C(=O)N([C@H](C)CO)C[C@H](C)[C@@H](CN(C)C(=O)NC(C)C)O2 | -2% | 3% | / | / | / | 14% | / | ? | -11%
CC(OC(=O)c1ccc(Br)c(S(=O)(=O)N2CCOCC2)c1)C(=O)NC1CCCCC1C (stereo not drawn) | -4% | -4% | / | -0.5 | / | 27% | / | ? | -22%

Structural class: those above with a nitro group on carbon
SMILES | APE1 inh | ERG-DNA inh | BLM inh | TRHR agonist | Apoferritin bind | POLI inh | Pol beta inh | 12-LOX inh | Pol kappa inh
COc1ccc(-c2[nH]n(-c3ccc([N+](=O)[O-])cc3)c(=O)c2C=NCCN2CCNCC2)cc1 | -1% | / | -7% | -0.2 | -3% | / | -2% | / | /
CCc1nnc(N/N=C/c2ccc(-c3ccc([N+](=O)[O-])cc3)o2)n1N | -12% | -15% | ? | 3.9 | -13% | 32µM* | -26% | ? | -4%
O=C(O)Cc1ccc(NC(=O)CCN2C(=O)c3ccc([N+](=O)[O-])cc3C2=O)cc1 | 6% | -7% | -5% | 0.9 | 2% | 53%[activator] | 4% | 2% | 0%
Cc1nnc(Sc2cc(NCCCO)c([N+](=O)[O-])c3nonc23)s1 | -4% | 7% | -15% | -0.3 | -20% | 13µM* | -17% | ? | -20%
Cc1c(Cl)c([N+](=O)[O-])nn1CCCC(=O)Nc1c(C)n(C)n(-c2ccccc2)c1=O | 3% | 11% | -9% | 0.3 | -4% | -3% | 18% | -3% | 0%
O=C(N/N=C/c1ccc(N2CCCCC2)o1)c1ccccc1[N+](=O)[O-] | 0% | -8% | -2% | 0.5 | -8% | 42%[activator] | 0% | ? | -6%

Other compounds.
SMILES | APE1 inh | ERG-DNA inh | BLM inh | TRHR agonist | Apoferritin bind | POLI inh | Pol beta inh | 12-LOX inh | Pol kappa inh
O=C(CSCc1ccccc1)NCCc1ccc(F)cc1 | -7% | 1% | -2% | 0.3 | -18% | 38%[activator] | 52% | -16% | -1%
O=C(CC(C(=O)O)c1ccc(Cl)cc1)c1ccc(Br)cc1 (stereo not drawn) | 9% | -10% | 0% | -0.7 | -7% | 84%[activator] | 98% | ? | -1%
CN(C)c1ccc(-c2nc(NCCN3CCOCC3)c3ccccc3n2)cc1 | ? | / | -22% | / | / | / | / | ? | -20%[60.1 µM]
CCCCNS(=O)(=O)c1ccc2nc(SCC(=O)N3CC(C)OC(C)C3)[nH]c2c1 (stereo not drawn) | 4% | -12% | 0% | 0.0 | -4% | 2% | -1% | -24% | 0%
Cc1cccc(N2CCN(S(=O)(=O)c3ccc(-c4cc(C(F)(F)F)on4)s3)CC2)c1C | / | 3% | -2% | 0.4 | -4% | 4% | 22% | -22% | 22%
O=C(COc1cc2oc(=O)cc(-c3ccccc3)c2cc1Cl)NC(Cc1c[nH]c2ccc(O)cc12)C(=O)O (stereo not drawn) | 9% | 2% | 0% | 0.3 | -11% | ? | ? | ? | -5%
CCN(C(=O)Cn1c(=O)oc2cc(S(=O)(=O)N3CCOCC3)ccc21)c1ccccc1 | 13% | -6% | -1% | 1.4 | 4% | 11% | -1% | -21% | 1%
O=[N+]([O-])c1cccnc1Oc1ccc(F)cc1 | ? | 6% | -1% | -0.8 | -4% | ? | 1% | 0% | -4%
Cc1cccc(CCN2C(Nc3ccccc3)=NC[C@@H]2CC(C)C)c1 | 11% | -3% | / | 41* | / | ? | / | 23% | -17%
Nc1c(Cl)ncnc1N/N=C/c1cccc(O)c1 | -4% | 14% | -15% | 0.8 | 10% | -21% | ? | 38%[activator] | -2%
COc1ccc(NC(=O)c2oc3ccc(S(=O)(=O)N(C)C4CCCCC4)cc3c2C)cc1 | / | -3% | -6% | 0.2 | -2% | -3% | -1% | 0% | -2%[60.1 µM]
CC(C)Sc1nc2c(c(=O)n1-c1ccc(F)cc1)SCC2 | 0% | -3% | -1% | -0.7 | -4% | 0% | 6% | 0% | -11%
O=C(Cc1ccsc1-c1ccccc1)NO | -1% | 2% | -1% | -0.3 | 7% | -5% | 23% | 16µM* | 5%
O=C(CN1C(=O)c2ccccc2S1(=O)=O)c1ccc2c(c1)OCCCO2 | ? | 6% | -1% | -1.7 | -19% | 81%[activator] | 1% | / | -4%
COc1cccc(NC(=O)CSc2nc(-c3ccccc3Cl)nc3c2Cc2c(CO)cnc(C)c2O3)c1 | / | 1% | -1% | 0.9 | 0% | 14% | -3% | -5% | -3%

A portion of the library; count on the stated rates, not on these rows.
